Screens from PubChem.
UTI89 phage lysis = inhibition of K1F phage lysis, E. coli UTI89, bacterial capsule biogenesis inhibitors, alamar blue (AID 488966); E. coli UTI89 K1F phage lysis, alamar blue, 2 h; higher % means a stronger effect; inhibition, % at 100 µM; hits with a dose series show IC50 in µM; hit rate 0.02% among 340,000;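 active = phage lysis inhibition, versus mean bacterial control, above a set limit; inconclusive = no clear call, values can overlap the other calls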;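 note: capsule biogenesis inhibitors block K1F phage lysis so surviving cells raise fluorescence; higher fluorescence means more inhibition of phage lysis; actives were called in the ten point dose series up to 300 µM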
Large T inhibition = SV40 large T antigen inhibitors, biochemical (AID 1903). SV40 large T antigen ATPase/helicase inhibition assay; higher % means a stronger effect. inhibition, % at 20 µM, or IC50 in µM where a hit was titrated. hit rate 0.39% among 310,000; in the data active = a potency from the dose series; inconclusive = inhibition mostly from about 32% at the one dose, without a potency; inactive = the rest, 99 in 100 with inhibition below about 32%; note: strong numbers were not always called active
Myeloid diff MLP = compounds promoting myeloid differentiation; ER-HoxA9 myeloid progenitors, lysozyme-GFP differentiation, flow cytometry; calls only at 10 µM; hit rate 1% among 360,000;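 active = normalized GFP-positive differentiation at or above the plate's own cutoff, the solvent-only control mean plus 3 SD; inconclusive = no clear call, values can overlap the other calls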;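 note: cells exposed to compound for four days before flow analysis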
RSV antiviral HEp-2 = inhibition of RSV-induced cytopathic effect – HEp-2 cells, primary 10 µM value included (AID 2391); HEp-2 cells, RSV-induced CPE inhibition; higher % means a stronger effect; CPE inhibition, % at 10 µM, or IC50 in µM where a hit was titrated; hit rate 0.13% among 310,000; in the data active = a potency from the dose series; inconclusive = CPE inhibition mostly from about 23% at the one dose, without a potency; inactive = the rest, 99 in 100 with CPE inhibition below about 21%; note: strong numbers were not always called active
MgcRacGAP inhibition = MgcRacGAP GTPase-activating activity inhibitors, confirmation, biochemical, ADP Hunter fluorescence | hit rate 0.6% among 340,000 | inhibition, % at 30 µM, or IC50 in µM where a hit was titrated | MgcRacGAP-stimulated Rac1 GTP hydrolysis, ADP Hunter fluorescence; higher % means a stronger effect; GST-tagged Rac1 F28L mutant substrate | AID 624330;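 active = first-screen hits whose inhibition reached a set limit at any dose in the follow-up dose series; inconclusive = inhibition above the set first-screen limit but never retested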;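 note: fluorescence reports GDP produced by GAP-driven GTP hydrolysis; strong numbers were not always called active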
NTR1 agonist = NTR1-driven beta-arrestin-GFP spot formation – imaging, U2OS cells, high content, primary screen (AID 493036); agonist mode; hit rate 0.17% among 330,000; activation, % at 20 µM; P30989;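 active = activation at or above 40% of the spot to cytoplasm intensity ratio, with at least 20 cells analyzed; inconclusive = wells under 20 cells, flagged as cytotoxic or low count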;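 note: 0% = DMSO without peptide and 100% = 100 nM NTR1 peptide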
Target sequence (P30989 whole entry, looked up): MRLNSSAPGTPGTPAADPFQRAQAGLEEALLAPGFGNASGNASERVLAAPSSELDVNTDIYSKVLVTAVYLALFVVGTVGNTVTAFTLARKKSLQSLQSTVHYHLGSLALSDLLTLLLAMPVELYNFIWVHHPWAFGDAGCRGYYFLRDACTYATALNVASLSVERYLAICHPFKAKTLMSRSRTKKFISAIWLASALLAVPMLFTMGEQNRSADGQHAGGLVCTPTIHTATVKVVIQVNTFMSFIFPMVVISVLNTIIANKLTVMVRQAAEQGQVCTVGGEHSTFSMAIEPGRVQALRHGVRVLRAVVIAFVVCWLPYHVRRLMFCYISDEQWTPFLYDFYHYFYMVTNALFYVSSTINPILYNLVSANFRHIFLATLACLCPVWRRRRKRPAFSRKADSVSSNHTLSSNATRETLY
TNAP activators = stimulation of alkaline phosphatase TNAP activity – biochemical, luminescent, no phosphate acceptor, uHTS, primary screen (AID 1001) | purified TNAP, luminescent activation assay, no phosphate acceptor; higher activation fold means a stronger effect | activation fold at 20 µM; hits with a dose series show EC50 in µM | hit rate 0.03% among 200,000; in the data active = activation fold from about 3, or a potency from the dose series; inactive = the rest, 99 in 100 with activation fold below about 1.6; note: many of its hits are not listed in these tables
Salmonella PhoP GFP = inhibitors of PhoP regulon expression, primary screen, Salmonella Typhimurium, GFP reporter (AID 1863) | S. Typhimurium PhoP-regulated promoter GFP reporter, 4 h; higher % means a stronger effect | inhibition, % at 50 µM; hits with a dose series show IC50 in µM | hit rate 0.16% among 300,000;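 active = inhibition over 29.93%, a cutoff 3 SD above the screen mean, later confirmed by dose response; inconclusive = inhibition over 29.93% but no dose response follow-up; inactive = inhibition at most 29.93% or unconfirmed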;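 note: 0% = low Mg2+ inducing control and 100% = high Mg2+ repressing control; strong numbers were not always called active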
T cell modulator = T cell immune modulation candidate | calls only at 7 µM | 2C CD8+ T cell-vesicle binding, flow cytometry; stronger effect = lower value | hit rate 0.068% among 330,000;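 active = response, share of CD8 T cells binding vesicles, and their 90th percentile fluorescence all below set limits, cut at about 80% in these data, passing the limit was not always enough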
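Read-out – percent CD8+ FL2 mean versus row control · System – murine 2C transgenic CD8+ T lymphocytes · Times – 1.5 h cell–vesicle binding at 37 °C, then 20 min icy labelling · Control set – naked vesicles low, QL9 vesicles with vehicle high · Detection – cytometric PE anti-B7-1 and Alexa647 anti-CD8 signals after 1% paraformaldehyde fixation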
T cell modulator vesicle-bound % = further read-out of T cell modulator, marked with its call; double positive events, %; measured here: CD8+ vesicle-bound cell fraction;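 binding gate set so that unloaded-vesicle control wells show 10% double positive cells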
NTR1 agonist cell count 20 µM = recorded beside NTR1 agonist, whose call it bears; cell count; measured here: cell count, cytotoxicity flag
Myeloid diff MLP GFP+ MAC1+ % = second read-out of Myeloid diff MLP, no call of its own (marks repeat the call); GFP+ MAC1+ double positive, %; measured here: differentiation confirmed by MAC1 staining
The depositor's hits bear a star; i = inactive; ? = inconclusive; / = no result given; [ ] = remark or other dose.

SMILES	TNAP activators	Myeloid diff MLP	Large T inhibition	NTR1 agonist cell count 20 µM	NTR1 agonist	RSV antiviral HEp-2	Salmonella PhoP GFP	UTI89 phage lysis	Myeloid diff MLP GFP+ MAC1+ %	T cell modulator	T cell modulator vesicle-bound %	MgcRacGAP inhibition
Cc1c(C(=O)NCc2ccc(S(N)(=O)=O)cc2)oc2ccc(Cl)cc12	1.1	i	1%	52	3.2	1.0%	-6%	/	0.3	i	54	/
COc1ccc(CCNC(=O)C2Cc3ccccc3C(=O)O2)cc1 (stereo not given)	1	i	8%	35	1.0	1.3%	-7%	4.2%	0.5	i	39	-1%
CC(=O)N(CCC(Cc1ccccc1)c1ccc2c(c1)OCO2)Cc1ccc(Cl)cc1 (stereo not given)	1.1	i	11%	92	12	5.9%	-4%	1.1%	0.4	i	16	7%
COC(=O)c1c(NC(=O)c2c(-c3ccccc3Cl)noc2C)sc2c1CCC2	1.2	i	5%	57	1.1	17%	-4%	4.5%	0.0	i	35	-1%
C/C(=N\NC(=O)c1ccc(Br)cc1)c1cccc(NC(=O)c2cccnc2)c1	1	i	10%	75	-0.2	7.0%	-2%	0.1%	0.2	i	60	10%
COc1ccc(NC(=O)CCNC(=O)Cn2cnc3sc4c(c3c2=O)CCCC4)cc1OC	/	i	10%	65	-0.9	1.4%	-3%	-0.1%	0.4	i	32	5%
CCC1(c2ccc(F)cc2)NC(=O)N(CC(=O)N2CCOCC2)C1=O (stereo not given)	1.1	i	/	70	1.3	2.2%	/	0.2%	0.5	i	19	7%
O=C(COC(=O)Cn1cnc2ccccc2c1=O)Nc1ccc2c(c1)OCO2	1	i	-5%	63	0.0	1.6%	5%	0.2%	0.8	i	31	4%
C=CCn1c(CNC(=O)c2cccs2)nnc1SCc1ccc(Cl)cc1Cl	1.1	i	4%	41	1.1	5.9%	12%	-0.1%	0.4	i	47	3%
Cc1ccc(N=Cc2c(C)[nH]n(-c3ccccc3)c2=O)nc1	/	i	19%	50	2.0	1.0%	-10%	0.0%	0.9	i	48	4%
Cc1cccc(C(=O)N2CCCC(N3CCN(Cc4ccc5c(c4)OCO5)CC3)C2)n1 (stereo not given)	/	i	-7%	58	1.2	2.5%	-3%	0.1%	0.5	i	64	0%
CN(CCCn1c(=S)[nH]c2ncccc2c1=O)Cc1ccccc1	1.1	i	2%	85	-1.2	-0.1%	-11%	0.1%	0.3	i	23	3%
Cc1nc(=S)c2ccccc2[nH]1	1	i	5%	36	-0.4	0.6%	3%	-0.4%	2.0	i	16	-2%
CCc1cccc(N(C(=O)c2csnn2)C(C(=O)NC2CCCCC2)c2cccnc2)c1 (stereo not given)	/	i	5%	38	-0.3	1.0%	6%	0.1%	2.1	i	49	8%
CC(=O)Nc1ccc(OC(=O)c2c(-c3ccccc3Cl)noc2C)cc1	1.1	i	21%	57	1.5	3.9%	-4%	-0.2%[50 µM]	1.8	i	5	29%
N=C(N)N1CCc2ccccc2C1	1.1	/	16%	40	-0.2	0.3%	3%	/	/	i	17	/
COCCNc1nnc(SCC(=O)c2c[nH]c3ccccc23)s1	1	i	2%	/	/	1.5%	24%	3.3%	0.4	i	47	5%
O=C(NNc1cccc(Cl)c1)c1cccnc1Oc1ccccc1	/	i	12%	45	0.1	/	2%	0.7%	0.4	i	29	1%
Cc1ccc(C)c(NC(=O)CN(C)C(=O)c2cc3c(s2)CCCCC3)c1	/	i	17%	64	2.8	2.3%	-13%	0.5%[50 µM]	0.9	i	49	-3%
CCN(CC)c1ccc(C=C2C(=O)OC(c3ccccc3)OC2=O)cc1 (stereo not given)	1	i	13%	64	0.7	1.3%	-12%	-1.1%	0.0	i	39	12%
Cc1cc(C(=O)N2CCc3c([nH]c4ccccc34)C2c2cccc(Cl)c2)nn1C (stereo not given)	1.1	i	7%	41	7.2	16%	7%	-0.4%	0.6	i	29	4%
O=c1n(Cc2ccc(F)cc2)nc2n1-c1ccccc1SC2	/	i	6%	45	-0.5	5.6%	-4%	0.6%	0.6	i	4	5%
CCOC(=O)c1c(NC(=O)c2cccs2)sc(CC)c1-c1cccs1	1.1	i	1%	61	5.3	7.1%	10%	-0.1%	5.5	i	32	4%
O=C(COc1ccccc1)Nc1ccc(F)cc1	/	i	8%	42	0.9	0.5%	/	1.4%	0.4	i	60	0%
CC(C)(CO)NC(=O)CC1C(=O)NCCN1CC(c1ccccc1)c1ccccc1 (stereo not given)	1.1	i	6%	36	-2.0	1.2%	-10%	-0.3%	0.1	i	12	2%
Cn1c(=O)[nH]c(=O)c2c1nc(NCCCO)n2CCCc1ccccc1	1	i	9%	53	-0.4	-0.8%	5%	1.5%[50 µM]	5.7	i	31	6%
CN1C(=O)/C(=C/c2ccc(C(=O)NC3CCCC3)cc2)Oc2ccccc21	1	i	1%	60	25	2.0%	-8%	0.2%	0.2	i	30	10%
Clc1cccc(CN2CCSCC2)c1	/	i	5%	68	1.0	1.1%	10%	0.0%	0.3	i	53	22%
Nc1ccc2nc3c(=O)n(C4CCCCC4)c(=O)[nH]c3nc2c1	/	i	30%	37	-1.2	21%	-150%	0.1%	0.6	i	52	7%
O=C(Nc1ccc2c(c1)OCCO2)C1c2ccccc2C(=O)N2CCc3ccccc3C12 (stereo not given)	1.1	i	-2%	45	3.6	0.4%	3%	-1.6%	3.2	i	38	-11%

Some entries already given, limited to MgcRacGAP inhibition and NTR1 agonist:
SMILES,MgcRacGAP inhibition,NTR1 agonist
CCN(CC)c1ccc(C=C2C(=O)OC(c3ccccc3)OC2=O)cc1 (stereo not given),12%,0.7
Cc1cc(C(=O)N2CCc3c([nH]c4ccccc34)C2c2cccc(Cl)c2)nn1C (stereo not given),4%,7.2

The list goes on.
SMILES	TNAP activators	Myeloid diff MLP	Large T inhibition	NTR1 agonist cell count 20 µM	NTR1 agonist	RSV antiviral HEp-2	Salmonella PhoP GFP	UTI89 phage lysis	Myeloid diff MLP GFP+ MAC1+ %	T cell modulator	T cell modulator vesicle-bound %	MgcRacGAP inhibition
COc1cccc(C(=O)COC(=O)c2ccc(NC(C)=O)cc2)c1	1.1	i	1%	51	2.8	1.3%	2%	0.2%	0.7	i	47	5%
CN(Cc1cccc(F)c1)C(=O)c1ccc(S(=O)(=O)N2CCCCCC2)cc1	/	i	/	54	0.1	/	/	-2.9%	0.7	i	40	-3%
O=C(NNC(=O)C1[C@H]2CCCC[C@@H]12)NC1CCCCC1 (stereo not given in full)	1.1	i	9%	101	0.8	1.8%	-10%	0.5%	0.5	i	30	3%
Cc1ccc(S(=O)(=O)c2ccccc2)cc1S(=O)(=O)N1CCOCC1	1.1	i	-2%	77	0.5	-0.5%	12%	0.3%	0.8	i	51	7%
CCN(c1ccccc1)S(=O)(=O)c1ccc(OC)c(NC(=O)c2cc(F)c(F)c(F)c2F)c1	/	i	/	70	1.1	/	/	-0.9%	0.9	i	36	-4%
O=C(Oc1cccccc1=O)c1ccccc1	1.1	i	13%	72	-0.8	-0.7%	-7%	0.3%	0.4	i	25	-25%
CC(=O)NCCOc1cccc(OCCNC(C)=O)c1	1.1	i	6%	84	0.7	2.1%	-1%	-0.2%	0.8	i	46	1%
CCCS(=O)(=O)N1CCC(CCOc2ccccc2)(C(=O)OCC)CC1	1.1	i	1%	34	1.1	12%	7%	-0.3%	0.3	i	55	7%
CC(C)(C)c1cc(=O)n2c(nc3ccccc32)[nH]1	1	i	13%	57	0.8	1.1%	2%	0.8%	0.5	i	38	4%
CCCN1Cc2cccc(C(=O)NCc3ccc(C)cc3)c2C1=O	1.1	i	4%	77	3.2	1.6%	-1%	0.1%	1.2	i	61	-1%
O=C(CSc1ccc(Cl)cc1)NCc1ccncc1	1	i	0%	40	0.9	-0.7%	-2%	-0.2%	0.4	i	24	4%
Cc1ccc(NS(=O)(=O)c2ccc3c(c2)NC(=O)C(C)C(=O)N3)c(Cl)c1 (stereo not given)	/	i	4%	92	-0.1	1.1%	/	-0.1%	2.2	i	23	-6%
Cc1ccc(S(=O)(=O)N2CCN(C(=O)N3CCOCC3)C2C(C)C)cc1 (stereo not given)	1.1	i	0%	60	1.7	0.2%	-1%	0.1%	1.9	i	12	2%
COc1cccc2sc(N3CCN(C(=O)C4COc5ccccc5O4)CC3)nc12 (stereo not given)	/	i	12%	42	1.4	?	-2%	0.1%[50 µM]	1.1	i	34	4%
O=C1Cc2cc(S(=O)(=O)Nc3cccc(F)c3)ccc2N1	/	i	/	43	-0.7	0.7%	/	0.3%	0.6	i	24	-1%
O=C(Nc1ccc(NC(=O)C2CCCN2C(=O)OCc2ccccc2)cc1)c1ccco1 (stereo not given)	1	i	10%	71	-1.7	0.3%	11%	1.6%	0.7	i	22	7%
O=C(CN(c1ccc(F)cc1)S(=O)(=O)c1ccc2c(c1)OCCO2)Nc1cccnc1	1.1	i	2%	54	-0.3	-0.3%	3%	0.9%	0.3	i	43	3%
CC(C)C(=O)N1CCN(c2nc3ccc(Cl)cc3s2)CC1	/	i	4%	54	-0.4	3.4%	-2%	5.3%	1.0	i	30	14%
O=C(CSc1ccccc1)Nc1ccccc1N1CCOCC1	1.1	i	-4%	45	-1.0	3.9%	3%	5.5%	0.2	i	28	5%
CNC(=O)CC1C(=O)N(c2ccc(Cl)cc2)C(=S)N1NC(=O)c1cccc(F)c1 (stereo not given)	/	i	6%	78	0.0	10%	2%	0.8%	0.4	i	22	11%
CCN=C1S/C(=C\c2ccc(OC)c(OCC)c2)C(=O)N1CC	1.1	/	-1%	66	3.4	1.4%	?	/	/	i	31	/
O=C1C2CCCN2C(c2ccc(F)c(F)c2)N1c1cccc(Cl)c1 (stereo not given)	0.8	i	3%	51	5.3	0.2%	2%	0.5%	1.5	i	42	0%
Cc1cccc(NC2=C(NC(=O)c3ccccc3)C(=O)c3ccccc3C2=O)c1	0.9	i	12%	75	-0.8	1.3%	17%	-1.2%[50 µM]	0.5	i	52	23%
